From PubChem BioAssay
GFP derepression: qHTS Assay for Epigenetic Modulators; Potency, µM (top dose mostly 46.1 µM), without a hit: at the highest dose GFP derepression (activation); mouse C127i GFP locus derepression, cytometry, 30 h; 0.09% of 68,000 active; AID 597, 2007; also: % of control where 0% means no effect
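Locus derepression in mouse mammary C127i cells whose integrated CMV-GFP reporter is normally silent; GFP expression after 30 h compound treatment was quantified by counting fluorescent cells.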
BRCT inh green: qHTS Assay for Inhibitors of BRCT-Phosphoprotein Interaction (Green Fluorophore). 0.05% of 75,000 active. BRCA1 BRCT-phosphopeptide binding, green fluorescence polarization. AID 875, 2007. Potency, µM (doses to about 76.9 µM), inactives show at the top dose activity change, negative = inhibition, hits mostly inhibitors;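 also: potency is read from the fitted curve at half-maximal effect; plate controls were peptide without protein for full effect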
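Fluorescence polarization: His-tagged BRCT (~35 kDa BRCA1 C-terminus, 250 nM) bound to 100 nM fluorescein-labeled phosphorylated 10-aa BACH1 peptide, pH 7.3 phosphate buffer with DTT and Tween 20. Compounds incubated 12 min at room temperature; inhibition read as lowered polarization.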
15-hLO inh: qHTS Assay for Inhibitors of 15-hLO (15-human lipoxygenase). Polyunsaturated fatty acid lipoxygenase ALOX15 (Homo sapiens), P16050. purified 15hLO-1, xylenol orange hydroperoxide absorbance. Potency, µM (titrated, usually from 57.1 µM), for inactives: top-dose activity change, negative = inhibition, most hits filed as inhibitors. 1.4% of 74,000 active. AID 887, 2007; also: potency is read from the fitted curve at half-maximal effect; % is scaled to controls: 0 for no effect and ±100 for the full control effect; nearly all actives have a fitted effect of over 55% in size
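Quantitative HTS in 25 mM Hepes pH 7.5 containing 0.01% Triton X-100: human 15hLO-1 at 40 nM, arachidonic acid at 50 uM, 6 min turnover. Product quantified via ferrous oxidation/xylenol orange, 573:405 nm absorbance ratio.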
HADH2 inh: qHTS Assay for Inhibitors of HADH2 (Hydroxyacyl-Coenzyme A Dehydrogenase, Type II); recombinant HADH2, NADH fluorescence, beta-hydroxybutyryl-CoA; 3.4% of 73,000 active; Potency, µM (top dose mostly 57.1 µM), without a hit: top-dose activity change, negative = inhibition, actives largely listed as inhibitors; 3-hydroxyacyl-CoA dehydrogenase type-2 (Homo sapiens), Q99714; also: potency is read from the fitted curve at half-maximal effect; % is scaled to controls: 0 for no effect and ±100 for the full control effect; nearly all actives have a fitted effect of over 60% in size; many of its hits are not listed in these tables
Target sequence (Q99714 whole entry, looked up, one chain of several): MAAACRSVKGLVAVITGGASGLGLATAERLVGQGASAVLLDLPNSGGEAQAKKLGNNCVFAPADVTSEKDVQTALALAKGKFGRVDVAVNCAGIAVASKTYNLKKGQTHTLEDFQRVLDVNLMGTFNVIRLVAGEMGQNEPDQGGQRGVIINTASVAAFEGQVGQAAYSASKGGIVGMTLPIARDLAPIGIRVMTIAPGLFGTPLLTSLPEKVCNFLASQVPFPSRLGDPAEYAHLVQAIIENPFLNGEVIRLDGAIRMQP
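Read-out: 360 nm excitation, 450 nm emission, kinetic over 4 min. Conditions: His-tagged human HADH2 20 nM, pH 9.0 Tris with Tween-20, 1 mM NAD+, 90 uM beta-hydroxybutyryl-CoA.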
CRE Fsk mod: Cell signaling CRE-BLA (Fsk stim); CHO CRE-bla reporter (cAMP response element driving beta-lactamase), forskolin EC10, beta-lactamase ratio; Potency, µM (titrated, usually from 38.2 µM), inactives show at the highest dose activity change, negative = inhibition, most hits filed as activators; 2.5% of 71,000 active; AID 662, 2007; active = well fitted activation curve with a large enough effect in the signal ratio, with a control signal flat, not every such curve was filed as active; inconclusive = small, poorly fitted or top-dose-only effect, or effect the other way, or a change in a side signal; the % refers to the signal ratio; also: potency is read from the fitted curve at half-maximal effect; % of control where 0% means no effect
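AC50 values, positive or negative, reflect shifts in EC10 NKH 477-induced CRE-bla reporter activity in CHO cells. Incubation lasted 3 h at 37 °C before CCF4 substrate (2 h, room temperature) and ratiometric 460/530 nm reading.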
BRCT PPI red: qHTS Assay for Inhibitors of BRCT-Phosphoprotein Interaction (Red Fluorophore); Breast cancer type 1 susceptibility protein (Homo sapiens), P38398; BRCT-phosphopeptide binding, red fluorescence polarization; Potency, µM (titrated, usually from 76.9 µM), inactives show top-dose activity change, negative = inhibition, hits mostly inhibitors; 0.03% of 75,000 active; AID 892, 2007; also: % is scaled to controls: 0 for no effect and ±100 for the full control effect
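Fluorescence polarization: 100 nM His-tagged BRCA1 BRCT with 100 nM TAMRA-labelled phospho-BACH1 decapeptide, phosphate buffer pH 7.3 with 150 mM NaCl, DTT, 0.01% Tween 20; 12 min RT. Binding inhibition seen as FP decrease.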
Hsp90 Hop PPI: qHTS Assay for Disrupters of an Hsp90 Co-Chaperone Interaction; 0.44% of 71,000 active; Hsp90 C-terminal peptide / TPR2A (Hop) interaction, human; Potency, µM (top dose mostly 57 µM), inactives show at the top dose activity change, negative = inhibition; AlphaScreen TPR2A-His6 binding biotin-Hsp90 C-terminal peptide; active = well fitted curve in either direction with a large enough effect; inconclusive = small, poorly fitted or top-dose-only effect, or another doubt; also: potency is read from the fitted curve at half-maximal effect; % is scaled to controls: 0 for no effect and ±100 for the full control effect; many of its hits are not listed in these tables
Ub-GFP proteasome: Ubiquitin-GFP Assay. Ubiquitin-GFP reporter cells, proteasome inhibition, GFP fluorescence; response scale: untreated = 0%, 10 µM MG-132 = 100%. Potency, µM (top dose mostly 45.9 µM), without a hit: at the top dose activation (GFP accumulation), actives largely listed as activators. 67,000 tested, under 10 active; active = well fitted activation curve with a large enough effect, not every such curve was filed as active; inconclusive = small, poorly fitted or top-dose-only effect, or another doubt; inactive = no such curve, though single readings can be large or run the other way; also: potency is read from the fitted curve at half-maximal effect
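Proteasome blockade was scored as a rise in GFP-expressing U2OS cells carrying a ubiquitin(G76V)-GFP construct, imaged after 4 hr compound treatment at 37 °C across a 46 uM–2.9 nM series.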
Pol III holo inh: qHTS Assay for Inhibitors of DNA Polymerase III Holoenzyme System; reconstituted DNA polymerase III holoenzyme replication, biochemical; Potency, µM (top dose mostly 57.1 µM), for inactives: at the top dose activity change, negative = inhibition; 0.25% of 71,000 active; also: potency is read from the fitted curve at half-maximal effect; % is scaled to controls: 0 for no effect and ±100 for the full control effect
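Reconstituted *E. coli* holoenzyme (0.35 nM Pol III, 1 nM beta, 154 nM SSB, 2 nM primase) was preincubated with compound for 15 min at RT. Synthesis on 1.4 nM ssM13Gori ran 35 min, then was stopped with PicoGreen/EDTA and read as dsDNA fluorescence.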
HBB splice mod: qHTS Assay for Modulators of Hemoglobin Beta Chain Splicing; HBB splicing reporter cell assay, activation; EGFP reporter with mutant IVS2-654 intron; response scale: normalised to 500 nM splice-correcting PNA; Potency, µM (highest dose often 46.1 µM), without a hit: at the top dose activation, actives largely listed as activators; 0.06% of 65,000 active; AID 925, 2007; also: potency is read from the fitted curve at half-maximal effect; 0% is about no effect
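Compounds were applied for 2 days to HeLa EGFP-654 cells, 500/well in Optimem with 2% FCS. The reporter's EGFP is disrupted by mis-splicing of beta-globin intron IVS2-654. Readout: summed well GFP fluorescence from 488 nm laser scanning; reference was 500 nM antisense […] 654 PNA.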
USP2a inhib: qHTS Assay for Inhibitors of Ubiquitin-specific Protease USP2a; Ubiquitin carboxyl-terminal hydrolase 2 (Homo sapiens), O75604; USP2a enzymatic assay, qHTS inhibition; AID 927, 2007; Potency, µM (doses to about 38.3 µM), for the others: at the highest dose activity change, negative = inhibition, actives largely listed as inhibitors; 0.1% of 60,000 active;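 also: potency is read from the fitted curve at half-maximal effect; nearly all actives have a fitted effect of over 60% in size; plate controls were DMSO for no effect and NEM full inhibition control for full effect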
Target sequence (O75604 whole entry, looked up): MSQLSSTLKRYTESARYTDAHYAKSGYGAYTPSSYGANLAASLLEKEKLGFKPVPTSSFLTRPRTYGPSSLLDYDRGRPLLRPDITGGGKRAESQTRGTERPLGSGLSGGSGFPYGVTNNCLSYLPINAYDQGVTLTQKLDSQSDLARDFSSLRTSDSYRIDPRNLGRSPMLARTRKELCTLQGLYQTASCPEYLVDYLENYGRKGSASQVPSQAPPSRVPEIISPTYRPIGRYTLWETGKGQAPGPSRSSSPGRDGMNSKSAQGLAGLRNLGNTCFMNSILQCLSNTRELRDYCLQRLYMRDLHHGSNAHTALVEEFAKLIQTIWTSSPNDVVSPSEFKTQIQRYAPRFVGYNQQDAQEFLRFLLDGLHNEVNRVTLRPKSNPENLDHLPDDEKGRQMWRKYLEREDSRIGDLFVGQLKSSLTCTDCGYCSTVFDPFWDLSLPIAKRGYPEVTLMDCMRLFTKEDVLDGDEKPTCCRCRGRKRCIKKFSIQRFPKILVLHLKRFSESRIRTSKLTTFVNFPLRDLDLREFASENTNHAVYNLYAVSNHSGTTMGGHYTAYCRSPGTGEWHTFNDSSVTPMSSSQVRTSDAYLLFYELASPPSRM
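USP2 core (20 nM final) was preincubated with compound for 30 min at RT in 20 mM Tris-HCl pH 8.0, 2 mM CaCl2, 2 mM beta-mercaptoethanol; Ub-PLA2 (20 nM) plus NBD C6-HPC (20 uM) then added, fluorescence read after 2.5 h.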
* = called active by the depositor; u = inconclusive; x = no result given; [ ] = remark or other dose. Unless noted, calls follow the shape of the dose curve; as a rule, active = well fitted curve in the direction sought with a large enough effect; inconclusive = small, poorly fitted or top-dose-only effect, or another doubt; inactive = no such curve, though single readings can be large; an effect the other way counts as inactive or inconclusive. These rows are one share of the data, so the mix of outcomes need not match the whole.

SMILES	GFP derepression	BRCT inh green	15-hLO inh	HADH2 inh	CRE Fsk mod	BRCT PPI red	Hsp90 Hop PPI	Ub-GFP proteasome	Pol III holo inh	HBB splice mod	USP2a inhib
COc1ccc(S(=O)(=O)NC(CC(=O)NCc2ccccc2OC)c2ccco2)cc1 (configuration not stated)	-1%	-1.2%	-3%	2%	-20%	0.6%	-11%	18%	-1%	-1.0%	15%
CCc1ccc2[nH]c(=O)c(C(c3nnnn3CCOC)N3CCN(c4ccc(F)cc4)CC3)cc2c1 (configuration not stated)	0%	1.3%	u	8%	-10%	-1.3%	-6%	-5%	-6%	x	32%[activator]
COC(=O)c1[nH]c2ccccc2c1NC(=O)Oc1ccccc1	0%	-1.1%	-25%	-21%	8%	-0.7%	-2%	x	-3%	0.5%[0.369 µM]	-1%
Cc1cccc(Cn2c(C(C)O)nc3ccccc32)c1 (configuration not stated)	-2%	-1.1%	12%	10%	-7%	-1.1%	0%	-6%	-3%	-1.3%	-5%
CCOc1ccc(-c2nc(C#N)c(N3CCN(C)CC3)o2)cc1	-1%	1.2%	4%	16µM*	-4%	1.1%	-9%	3%	1%	-0.9%	7%
Nc1ccc(C(=O)C[C@H](N)C(=O)O)cc1O	-4%[9.22 µM]	0.7%[15.4 µM]	14%[11.4 µM]	3%[11.4 µM]	-6%[7.6 µM]	-0.8%[15.4 µM]	-4%[11 µM]	-3%[9.17 µM]	0%[11.4 µM]	-2.1%[9.22 µM]	x
C=CCOC(=O)C(C(C)=O)C(NC(=O)OC)c1ccc2ccccc2c1 (configuration not stated)	x	-6.8%[15.4 µM]	2%[11.4 µM]	14%[11.4 µM]	x	1.9%[15.4 µM]	x	x	x	1.0%[9.22 µM]	x
CCC(=O)N(Cc1cc2ccccc2[nH]c1=O)C(C)C	-2%	1.2%	0%	2%	-3%	-0.1%	1%	-4%	0%	1.7%[1.84 µM]	6%
CN(c1nnc(N)s1)C1CCCCC1	x	-0.5%	-6%	-25%	1%	-4.5%	-9%[2.3 µM]	-2%	-7%	-1.0%	x
O=C(O)C(F)(F)C(F)(F)C(F)(F)C(F)(F)C(=O)O	0%[9.22 µM]	-0.4%[15.4 µM]	0%[11.4 µM]	5%[11.4 µM]	-2%[7.6 µM]	-0.8%[15.4 µM]	-4%[11 µM]	-2%[9.17 µM]	-9%[11.4 µM]	0.5%[9.22 µM]	x
Cn1c(=O)c2c(nc(CN3CCCCC3)n2CCc2ccccc2)n(C)c1=O	-2%	-4.4%	2%	0%	u	-0.5%	-2%	-3%	-6%	0.3%[57.5 µM]	9%
Nc1nccc(Nc2ccc(S(N)(=O)=O)cc2)n1	-2%[9.22 µM]	-1.9%[15.4 µM]	2%[11.4 µM]	-6%[11.4 µM]	-14%[7.6 µM]	-2.5%[15.4 µM]	-1%[11 µM]	-1%[9.17 µM]	-1%[11.4 µM]	0.3%[9.22 µM]	x
COc1ccc(OC)c(C2=C[N+](=O)C(C)(C)C(C)(C)N2[O-])c1	0%	-2.5%	-3%	-12%	3%	-0.3%	-6%	-3%	3%	-0.7%	-5%
Nc1ccc(C(=O)OCCCc2nc3ccccc3[nH]2)cc1	-1%	-1.2%	5%	1%	u	0.5%	1%	1%	-4%	x	-1%
COC(=O)[C@@]1(Cc2ccc(F)cc2)[C@H]2c3cc(C(=O)N4CCCC4)n(CCc4ccc(OC)c(Br)c4)c3C[C@H]2CN1C(=O)c1ccccc1	x	0.3%	x	7%	u	-1.4%	-11%	x	-8%	-0.9%	x
Cc1oc(-c2ccccc2)[n+]([O-])c1C	2%	-1.2%	-8%	-9%	14%	1.3%	-3%	1%	-2%	-7.1%[0.369 µM]	-13%
O=C(NCCC(=O)N1CCNC1=O)OCc1ccccc1	0%	-1.2%	-4%	-27%	9%	-0.9%	3%	6%	6%	-0.2%[57.5 µM]	-2%
CCOC(=O)c1c(NC(=O)CSc2nnc(Cc3csc(N)n3)n2C)sc(C)c1C	-5%	0.1%	13%	3%	u	-1.1%	25µM*	12%	2%	2.3%	18%
O=C(c1ccncc1)N1CCC2(CCCN(c3ccc(-c4ccccc4)cc3)C2)CC1	-2%[9.22 µM]	3.8%	-11%	13%	u	0.7%	-22%	-4%	-8%	1.9%	124%[activator]
O=C(C1CC1)N1CCc2cc(Br)cc(S(=O)(=O)NCCN3CCOCC3)c21	-4%	2.4%	6%	4%	15%	-0.8%	-2%	-2%	-8%	0.3%	10%
COc1ccc(-c2cc(C(F)(F)F)nc(SCC(=O)NCc3ccco3)n2)cc1OC	-4%	-0.2%	-15%	6%	u	-2.7%	2%	1%	-7%	-0.1%	35%[activator]
Cc1cc(O)ccc1Nc1nc(-c2sc(N)nc2C)cs1	0%	-3.1%	6%	9%	u	0.7%	-1%	5%	5%	-0.9%	-4%
CC(=O)N1CCc2cc(S(=O)(=O)NC3CCCc4ccccc43)ccc21 (configuration not stated)	0%	-1.5%	2%	14%	-13%	-1.6%	-1%	-6%	-9%	-1.9%	21%
Cn1c(=O)c2c(ncn2CC(=O)Nc2nc(-c3ccccc3Cl)cs2)n(C)c1=O	4%	-1.5%	-7%	1%	u	-0.8%	2%	-7%	3%	-4.3%	16%
Cc1c(C(=O)NCc2ccccc2)oc2ccc(S(=O)(=O)N3CCCC3)cc12	x	2.9%	-3%	5%	23%	0.6%	-2%	13%	0%	-0.3%	x
CC(C)(C)c1cc(CN2CCOCC2)c(C(=O)O)o1	0%	-1.9%	0%	-10%	-3%	0.1%	-3%	4%	-4%	x	-5%
CCOC(=O)C1CCCN(C(=O)c2cccs2)C1 (configuration not stated)	3%	-0.5%	7%	-8%	2%	-0.1%	-5%	6%	-4%	-1.2%	-7%
Cc1ccc(CS(=O)(=O)CCC(=O)NCCCOC(C)C)cc1	-4%	-2.1%	4%	2%	-23%	-1.1%	0%	4%	2%	-0.2%	6%
O=C(CSC1=Nc2ccccc2C2=NC(CC(=O)NCc3ccco3)C(=O)N12)NCC1CCCO1 (configuration not stated)	-3%	-7.2%	-7%	-20%	u	-0.3%	-2%	-14%	0%	0.6%	5%
O=C(c1ccc(CN2CCOCC2)cc1)N1CCN(Cc2ccccc2)CC1	2%	-0.4%	-7%	0%	-2%	1.5%	-3%	3%	-4%	-3.4%	-6%
COc1ccc(NC(=O)N2CCCC(c3nc(-c4ccc(C(C)C)cc4)no3)C2)cc1 (configuration not stated)	1%	0.5%	-12%	10%	u	0.8%	-2%	-3%	-3%	-1.0%	-7%

Entries of single compounds, quoted from the list. Screens in order: GFP derepression, BRCT inh green, 15-hLO inh, HADH2 inh, CRE Fsk mod, BRCT PPI red, Hsp90 Hop PPI, Ub-GFP proteasome, Pol III holo inh, HBB splice mod, USP2a inhib
`Cc1ccc(CS(=O)(=O)CCC(=O)NCCCOC(C)C)cc1` reads -4%, -2.1%, 4%, 2%, -23%, -1.1%, 0%, 4%, 2%, -0.2%, 6%
`COc1ccc(-c2cc(C(F)(F)F)nc(SCC(=O)NCc3ccco3)n2)cc1OC` reads -4%, -0.2%, -15%, 6%, u, -2.7%, 2%, 1%, -7%, -0.1%, 35%[activator]
`CC(C)(C)c1cc(CN2CCOCC2)c(C(=O)O)o1` reads 0%, -1.9%, 0%, -10%, -3%, 0.1%, -3%, 4%, -4%, x, -5%
